Compound activity deposited in PubChem by several laboratories.
LMPTP block: blocks human LMPTP phosphatase; recombinant LMPTP-A, OMFP fluorogenic substrate, fluorescence intensity; inhibition, % at 20 µM; 360,000 compounds, 0.22% hits; P24666;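 active = compounds that cut the enzyme signal by at least half of the control window in the single-dose screen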;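 note: plate controls were DMSO wells with enzyme plus substrate for no effect and substrate without enzyme for full effect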
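Buffer or medium: Bis-Tris pH 6.0, DTT, detergent; Assay system: LMPTP-A enzyme; Quantity: 0.625 nM enzyme; Detection: endpoint fluorescence intensity; Times: 50 min dark incubation at room temperature; Controls: substrate-only low control, DMSO enzyme-plus-substrate high control; Doses: single 20 µM dose; Read-out: percent inhibition versus substrate-only and uninhibited controls; Reagent: 400 µM OMFP.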
Scp-1 inhibitor: Scp-1 (human) phosphatase inhibition | Q9GZU7 | AID 493091 | inhibition, % at 20 µM | Recombinant Scp1, phosphopeptide, malachite green phosphate absorbance | 340,000 compounds, 0.88% hits;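 active = inhibition above about 50% at 20 µM, limit read from the data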;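 note: plate controls were DMSO wells with enzyme for no effect and wells lacking enzyme for full effect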
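Test system: SCP-1 phosphatase catalytic domain, residues 76-261 | Compound dosing: One concentration, 20 µM, with 1.0% DMSO | Schedule: 45 min room-temperature reaction, 5 min colour, 30 min stabiliser | Detection: Absorbance at 630 nm | Read-out basis: % inhibition of SCP-1 phosphate liberation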
NadD block: blocks S. aureus nicotinate mononucleotide adenylyltransferase. purified NadD enzyme, colorimetric absorbance read-out. inhibition, % at 20 µM. 360,000 compounds, 0.78% hits. AID 602399; in the data active = inhibition above about 26%; note: some compounds past the cut are filed as inactive
PABP1 MLLE inh: inhibitors of microRNA-mediated deadenylation, human PABP1 MLLE binding. AID 588489. P11940. 360,000 compounds, 0.36% hits. inhibition, % at 20 µM. GST-MLLE / FITC-PAM2 fluorescence polarization; in the data active = inhibition above about 35%, passing the limit was not always enough;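 note: plate controls were DMSO wells with GST-MLLE for no effect and wells lacking GST-MLLE protein for full effect; some results filed as inactive read as strong as hits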
STEP block: STEP (human) phosphatase inhibition. 360,000 compounds, 0.25% hits. recombinant STEP, OMFP fluorogenic substrate, fluorescence. inhibition, % at 20 µM. AID 588621. P54829;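 active = inhibition at 20 µM, scaled per plate between control wells, above about 37%, limit read from the data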;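 note: 0% = DMSO with enzyme and substrate and 100% = substrate only without enzyme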
Target sequence (P54829 whole entry, looked up): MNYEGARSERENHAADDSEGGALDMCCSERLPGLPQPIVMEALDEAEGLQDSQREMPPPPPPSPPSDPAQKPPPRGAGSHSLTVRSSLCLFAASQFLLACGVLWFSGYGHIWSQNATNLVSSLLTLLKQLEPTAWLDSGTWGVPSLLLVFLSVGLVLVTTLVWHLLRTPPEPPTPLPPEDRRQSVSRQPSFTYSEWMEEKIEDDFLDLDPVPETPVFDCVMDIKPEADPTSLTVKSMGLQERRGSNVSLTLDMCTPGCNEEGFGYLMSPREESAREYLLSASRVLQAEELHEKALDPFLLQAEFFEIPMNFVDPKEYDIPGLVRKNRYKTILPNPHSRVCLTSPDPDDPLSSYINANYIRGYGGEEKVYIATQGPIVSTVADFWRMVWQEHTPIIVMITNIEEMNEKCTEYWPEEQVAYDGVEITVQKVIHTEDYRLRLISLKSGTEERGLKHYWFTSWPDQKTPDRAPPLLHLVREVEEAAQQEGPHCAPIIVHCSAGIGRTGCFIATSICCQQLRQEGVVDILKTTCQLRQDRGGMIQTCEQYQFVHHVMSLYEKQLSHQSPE
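Material: STEP (striatal-enriched tyrosine phosphatase) enzyme, cell-free | Medium: 50 mM Bis-Tris pH 6.0 with 2.5 mM DTT and 0.005% Tween 20 | Read-out: Percent inhibition scaled to no-enzyme and uninhibited-enzyme controls, plate-pattern corrected | Signal: Fluorescence read at 480 nm ex / 540 nm em | Times: 20 min reaction, room temperature, in the dark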
CSN inh: inhibitors of human CSN-mediated cullin deneddylation. AID 651999. inhibition, % at 12.5 µM. 360,000 compounds, 0.38% hits. Q92905. Purified CSN, SCF-Nedd8-OG deneddylation, fluorescence polarization;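 active = pattern-corrected inhibition above about 35%, with an unprinted fluorescence ratio check between 0.5 and 1.5, limit read from the data, passing the limit was not always enough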;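 note: 0% = enzyme with substrate and 100% = substrate without enzyme; some results filed as inactive read as strong as hits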
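Material: purified human Csn5 enzyme expressed in HEK293T cells / Medium: Tris buffer pH 7.5, NaCl, DTT, Tween-20, trehalose, ovalbumin / Compound dosing: 12.5 µM single point / Schedule: 90 min incubation of compound, enzyme and substrate at room temperature / Signal: fluorescence polarization of the substrate / Control set: no-enzyme wells high, enzyme-with-substrate wells low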
DNMT1 inh: inhibitors of human DNMT1. 360,000 compounds, 0.83% hits. AID 588458. P26358. inhibition (reported as % activation of signal), % at 10 µM. DNMT1 molecular beacon, Hinp1I cleavage, fluorescence; in the data active = inhibition above about 50%
SUMO1-SIM PPI: alters human SUMO1 binding to SIM partners. SUMO1 binding to a labelled peptide, TR-FRET, 1 h. P63165. inhibition, % at 20 µM. 360,000 compounds, 0.33% hits; in the data active = inhibition above about 37%
Target sequence (P63165 whole entry, looked up): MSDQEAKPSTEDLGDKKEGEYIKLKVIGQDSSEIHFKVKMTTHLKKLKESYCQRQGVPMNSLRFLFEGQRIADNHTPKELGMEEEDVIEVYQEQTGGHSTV
Rpn11 block: inhibitors of human proteasome Rpn11; human 26S proteasome, Ub4-pepOG fluorescence polarization; 20S core pre-blocked with epoxomicin; calls only at 20 µM; 360,000 compounds, 0.59% hits;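 active = inhibition at 20 µM, scaled to each plate's controls, above about 33%, limit read from the data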
Target sequence (O00487 whole entry, looked up): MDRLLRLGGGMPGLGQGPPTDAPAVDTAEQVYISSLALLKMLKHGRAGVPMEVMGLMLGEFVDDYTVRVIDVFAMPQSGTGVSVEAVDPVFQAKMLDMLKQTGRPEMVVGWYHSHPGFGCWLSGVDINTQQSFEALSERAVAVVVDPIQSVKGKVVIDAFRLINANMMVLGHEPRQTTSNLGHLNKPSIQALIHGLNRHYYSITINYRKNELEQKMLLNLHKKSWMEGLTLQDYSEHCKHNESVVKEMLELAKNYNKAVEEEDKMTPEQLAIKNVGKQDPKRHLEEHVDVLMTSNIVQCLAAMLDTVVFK
Tb MetRS inh: Trypanosoma brucei MetRS inhibition; purified T. brucei MetRS, ATP depletion, Kinase-Glo luminescence; inhibition, % at 11.9 µM; 360,000 compounds, 0.4% hits;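 active = inhibition above a per-plate cutoff of the control wells' mean inhibition plus 3 SD, cut at about 5.5% in these data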;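 note: 0% = DMSO wells median and 100% = median of wells with control inhibitor compound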
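assay system = parasite MetRS enzyme | timing = 15 min preincubation, 2 h reaction, all 25 °C | evaluation = percent inhibition relative to median high and low control wells | medium = HEPES buffer containing pyrophosphatase, BSA, spermine, DTT | compound = single dose, 11.9 µM final nominal, 0.9% final DMSO | detection = Kinase-Glo luminescence, ATP depletion format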
* = called active by the depositor; i = inactive; · = no result given. Rows are unselected; any-hit rate near 3.6%.

SMILES	LMPTP block	Scp-1 inhibitor	NadD block	PABP1 MLLE inh	STEP block	CSN inh	DNMT1 inh	SUMO1-SIM PPI	Rpn11 block	Tb MetRS inh
Cc1nc(Cl)c2c(n1)N(CC(N)=O)C(=O)CO2	0.0	-1.8	-5.2	1.7	-2.6	5.6	-3.3	2.3	i	0.0
O=C(Cc1ccc(NC(=O)C2CCCN(C(=O)c3ccccc3)C2)cc1)Nc1ccc(C(=O)N2CCOCC2)cc1 (stereo not drawn)	-0.4	-12.4	-0.2	8.7	0.5	-6.3	4.0	5.3	i	1.3
COC(=O)Cn1ncc2c3ccccc3n(C)c2c1=O	-0.2	-3.3	-2.0	-7.5	-1.6	-1.7	-0.6	-1.8	i	-0.8
Nc1nc(SCC(=O)Nc2ccc(Cl)cc2C(F)(F)F)n[nH]1	1.2	-7.1	3.5	-85.9	-2.1	0.5	5.6	-0.1	i	-0.3
CC(=O)c1ccc(NC(=S)N2CCN(CCN3C(=O)c4cccc5cccc(c45)C3=O)CC2)cc1	2.0	0.0	-10.1	-53.2	3.6	-8.3	55.5*	-1.6	i	-0.9
O=C1OCCC1Sc1nc2ccccc2c(=O)n1Cc1ccc(F)cc1 (stereo not drawn)	0.8	18.6	-4.5	-89.7	4.0	2.4	17.0	4.2	i	-0.8
CCOC(=O)c1sc(NC(C)=O)c(C(=O)OCC)c1C	1.1	-6.2	-2.2	15.2	-3.9	-0.9	0.9	0.5	i	-0.2
Cc1cc(Cl)c(OCCOCCN2CCC(C)CC2)c(Br)c1	-0.5	-5.2	-5.3	6.4	0.4	1.5	-3.1	-0.8	i	-0.8
COc1ccc(-c2noc(CCCC(=O)NC3CCCCC3)n2)cc1OC	-1.4	-2.3	-0.4	5.0	0.1	-1.2	-1.8	0.5	i	-0.6
CCOC(=O)c1cnn2c(C)cc(-c3ccccc3)nc12	-2.1	-6.0	3.8	-3.0	2.4	-5.0	1.0	-0.3	i	0.5
CC(C)(C)c1ccc(C(=O)N2CCC2(C)C(=O)NCc2ccc3c(c2)OCO3)cc1 (stereo not drawn)	-0.5	·	-3.0	7.7	2.1	3.0	3.8	5.3	i	-0.1
O=C(C1=C(O)C(=O)N(CC2CCCO2)C1c1cccc(O)c1)c1ccco1 (stereo not drawn)	-1.0	-5.5	-0.2	-2.2	-0.4	0.5	-1.4	2.1	i	-0.2
CC(C)OP(=O)(OC(C)C)C(Nc1ccccc1)c1cccnc1 (stereo not drawn)	-0.9	-10.8	-3.0	-5.2	-2.3	-4.1	-2.7	-1.6	i	-0.7
Cc1ccc2oc(C(=O)NC3CCS(=O)(=O)C3)c(C)c2c1 (stereo not drawn)	0.0	-1.8	0.1	-8.1	-0.9	1.5	2.2	-0.6	i	-0.4
O=S1(=O)CCOC[C@H](CC2CCCCC2)N1Cc1cccc(F)c1	1.0	-2.7	-1.7	-2.1	-1.6	-1.1	4.7	7.9	i	-0.5
CCCCN(C)C(=O)c1nc2ccccn2c1CN1CCC[C@H]1C(=O)OC	0.4	-6.5	-4.4	2.9	1.1	-6.7	-0.6	-3.3	i	-0.3
O=C(NC(Sc1ccc(Cl)cc1)C(=O)O)c1ccccc1 (stereo not drawn)	0.2	·	2.6	39.8*	-3.9	0.1	11.1	6.9	i	0.4
Cc1ccc2nccc(C(=O)N3CCCC(N4CCN(c5ccc(F)cc5)CC4)C3)c2c1 (stereo not drawn)	-0.1	-5.5	-2.3	11.5	5.7	-6.2	3.9	-2.2	i	-0.1
COc1ccc(NS(=O)(=O)c2cc(NC(=O)Cc3c(F)cccc3Cl)ccc2OC)cc1	1.7	-12.7	-2.0	15.6	-0.4	-2.8	-5.2	1.2	i	-0.2
COc1ccc(N(CC(=O)Nc2cccc(C)c2)S(=O)(=O)c2ccc(C)cc2)cc1OC	1.0	0.1	-9.2	-4.7	-2.5	-0.1	2.8	-2.3	i	-0.8
C[C@H](CO)N1C[C@H](C)[C@H](CN(C)S(C)(=O)=O)OCc2cnnn2CCCC1=O	-1.3	·	4.7	-2.5	-0.5	0.1	1.5	1.7	i	-0.3
Cc1ccccc1CN1C(=O)/C(=C\c2ccc(C(=O)NCCN3CCOCC3)cc2)Sc2ccccc21	0.0	0.6	-10.5	19.0	10.9	-4.5	-10.8	-11.2	i	-0.7
O=C1c2ccccc2S(=O)(=O)N1Cc1nc2ccccc2s1	-1.0	-8.3	-6.7	7.3	-1.9	5.7	-0.4	-1.7	i	-1.0
O=C(N/N=C/c1ccccc1O)c1ccc2c(c1)OCO2	-2.0	-15.2	-5.4	6.2	1.7	6.4	0.3	-7.2	i	-0.7
CCCN(C(=O)c1cc(-c2ccco2)nc2ccccc12)c1c(N)n(Cc2ccccc2)c(=O)[nH]c1=O	13.3	74.4*	11.9	2.5	5.8	10.6	37.8	0.2	i	-0.5
Cc1cc(C)c2nc(N3CCC(C(=O)N4CCN(C(=O)c5ccco5)CC4)CC3)sc2c1	0.5	-5.0	3.2	-0.2	1.5	-4.4	-6.0	1.6	i	0.6
CCCC(=O)OCC(=O)Nc1cc([N+](=O)[O-])ccc1OC	-1.2	-3.2	-7.9	-8.4	-0.7	6.5	-1.6	-16.3	i	-1.2
CO[C@H](C(=O)N(C)C[C@@H]1OCc2ccccc2-c2c(n(C)c3ccccc23)C(=O)N([C@H](C)CO)C[C@@H]1C)c1ccccc1	-2.1	·	0.7	5.8	0.3	8.7	3.9	0.6	i	0.1
COc1ccc(CC(=O)OCC(=O)Nc2ncc(Cl)cc2Cl)cc1OC	0.4	-1.8	-2.8	-0.9	-4.1	-0.8	-1.8	1.1	i	-0.5
CCOC(=O)C(Cc1ccccc1)C(=O)Nc1cccc2ccccc12 (stereo not drawn)	0.2	-8.0	-5.4	-13.0	0.6	-7.3	1.7	-1.8	i	0.0
Cn1c(SCC(=O)Nc2ccccc2)nnc1-c1ccc2nonc2c1	-1.1	-6.2	-8.2	-0.9	0.2	2.1	3.3	-35.1	i	-0.2
Cc1ccc(CC(=O)NCCCn2ccnc2)cc1	-2.7	-3.0	-2.4	16.4	-0.6	1.5	-0.5	0.4	i	-0.5
CN(CC(=O)Nc1ccc(Cl)c(C(F)(F)F)c1)C(=O)Cc1c[nH]c2ccccc12	2.3	-4.7	-7.0	-5.9	4.9	0.2	-3.8	2.9	i	0.0
C=CCNC(=S)/N=c1/ccccn1CC	-0.2	-5.1	0.6	35.0	1.7	-2.4	4.2	-0.8	i	-1.5
CCOc1ccc(Br)cc1S(=O)(=O)Nc1ccc(NC(=O)c2ccccc2F)cc1	2.9	-7.3	12.2	-17.0	-2.7	-4.8	-21.8	0.9	i	-0.1
CCCOc1ccc(-c2c(C(=O)N/N=C/c3cccnc3)nnn2-c2nonc2N)cc1	23.1	-2.3	4.8	-2.6	0.8	32.2	0.7	30.2	i	0.0
Cc1cc(C)c(S(=O)(=O)Nc2ccc(C(=O)O)cc2)cc1S(=O)(=O)Nc1ccc(C(=O)O)cc1	-2.5	-14.2	-7.8	-5.7	6.0	-2.0	-1.4	14.5	i	-0.1
Cc1ccccc1-n1c(SC2CCOC2=O)nnc1-c1ccncc1 (stereo not drawn)	-1.0	0.2	0.5	-4.3	-3.3	-1.5	1.2	-1.5	i	-1.3
COc1ccccc1-c1cc(C(=O)N2CCN(c3ccc(F)cc3)CC2)no1	3.2	-4.4	7.7	-1.5	2.3	-0.7	-7.8	-1.7	i	-0.2
COc1ccc([C@H]2C[C@@H](O)[C@H](n3cc(-c4ccc(F)cc4)nn3)CN2C(=O)C2CCCCC2)cc1	0.2	·	-6.3	-3.6	-1.4	2.8	2.6	-2.2	i	-1.7
c1ccc(SCc2cn(C[C@H]3CC[C@@H]([C@@H]4CC[C@H](Cn5cc(CSc6ccccc6)nn5)O4)O3)nn2)cc1	0.0	-0.3	-6.3	1.6	2.3	0.2	-2.4	-3.4	i	-0.5
O=C(c1ccco1)N1CCN(S(=O)(=O)c2ccc3[nH]c(=O)oc3c2)CC1	-1.4	-8.2	-5.5	5.5	-1.0	-2.4	-0.5	-0.7	i	-0.5
COc1ccc(C(C(=O)NC2CCCCC2)N(C(=O)c2snc(C(N)=O)c2N)c2ccccc2OC)cc1 (stereo not drawn)	2.9	-11.4	2.4	1.6	1.1	-0.5	-4.9	-1.8	i	-0.2
CC(=O)c1sc(NC(=O)c2ccc(C)cc2)nc1C	1.0	-4.8	-1.1	3.1	-2.0	-5.3	2.4	1.1	i	-0.2
Clc1ccc(Cn2nnc3ccccc32)cc1	0.4	-3.9	-5.6	-3.1	-1.6	-1.8	-2.6	-3.3	i	-0.2

Another view of some results above.
SMILES,LMPTP block,Scp-1 inhibitor,NadD block,PABP1 MLLE inh,STEP block,CSN inh,DNMT1 inh,SUMO1-SIM PPI,Rpn11 block,Tb MetRS inh
CCCOc1ccc(-c2c(C(=O)N/N=C/c3cccnc3)nnn2-c2nonc2N)cc1,23.1,-2.3,4.8,-2.6,0.8,32.2,0.7,30.2,i,0.0
Cc1cc(C)c(S(=O)(=O)Nc2ccc(C(=O)O)cc2)cc1S(=O)(=O)Nc1ccc(C(=O)O)cc1,-2.5,-14.2,-7.8,-5.7,6.0,-2.0,-1.4,14.5,i,-0.1

New compounds follow.
SMILES	LMPTP block	Scp-1 inhibitor	NadD block	PABP1 MLLE inh	STEP block	CSN inh	DNMT1 inh	SUMO1-SIM PPI	Rpn11 block	Tb MetRS inh
CC(C)CCNC(=O)C(C)N(Cc1ccc(F)cc1)C(=O)c1ccc(CN2CCOCC2)o1 (stereo not drawn)	-1.1	-2.3	-3.5	-5.5	-1.8	-4.1	0.2	0.8	i	-0.1
COc1ccc(C(=O)c2cnc3ccccc3c2-c2ccccc2)cc1	0.6	4.5	8.2	11.8	2.3	-0.6	-9.1	-4.7	i	-0.6
COc1ccc(CCn2c(C)cc3c(c2=O)C(c2ccncc2)C(C#N)=C(N)O3)cc1OC (stereo not drawn)	-1.6	-5.2	1.5	6.9	2.8	-0.5	1.3	-2.1	i	-0.2
CC(C)n1c(O)c(N=Nc2ccc(Cl)nn2)c2ccccc21	1.6	-14.2	-0.7	-64.9	0.9	43.7*	3.1	-18.6	·	-0.1
